Assay outcomes: PubChem BioAssay, National Center for Advancing Translational Sciences (NCATS)
TCR act – Activators of T cell receptors: qHTS campaign | Potency, µM (top dose mostly 9.22 µM), without a hit: at the highest dose activation of IL-2 secretion, hits mostly activators | AID 504894, 2011 | primary human leukocytes, anti-CD3, IL-2 HTRF, 48 h | 330,000 tested, under 10 active; also: % of control where 0% means no effect
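1) Mix primary human leukocytes, a-CD3 beads and compound. 2) Incubate 48 hr. 3) Add HTRF IL-2 reagents (a-IL-2-K, a-IL-2-d2).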
Eya2 inh – qHTS Assay for Inhibitors of the Phosphatase Activity of Eya2. Protein phosphatase EYA2 (Homo sapiens), O00167. recombinant Eya2, OMFP fluorescence dephosphorylation (OMFP is methylfluorescein phosphate). Potency, µM (top dose mostly 76.9 µM), for the others: top-dose activity, negative = inhibition, usual class: inhibitors. 330,000 tested, 0.006% active. AID 488837, 2010; also: potency is read from the fitted curve at half-maximal effect; % is scaled to controls: 0 for no effect and ±100 for the full control effect
Target sequence (O00167 whole entry, looked up): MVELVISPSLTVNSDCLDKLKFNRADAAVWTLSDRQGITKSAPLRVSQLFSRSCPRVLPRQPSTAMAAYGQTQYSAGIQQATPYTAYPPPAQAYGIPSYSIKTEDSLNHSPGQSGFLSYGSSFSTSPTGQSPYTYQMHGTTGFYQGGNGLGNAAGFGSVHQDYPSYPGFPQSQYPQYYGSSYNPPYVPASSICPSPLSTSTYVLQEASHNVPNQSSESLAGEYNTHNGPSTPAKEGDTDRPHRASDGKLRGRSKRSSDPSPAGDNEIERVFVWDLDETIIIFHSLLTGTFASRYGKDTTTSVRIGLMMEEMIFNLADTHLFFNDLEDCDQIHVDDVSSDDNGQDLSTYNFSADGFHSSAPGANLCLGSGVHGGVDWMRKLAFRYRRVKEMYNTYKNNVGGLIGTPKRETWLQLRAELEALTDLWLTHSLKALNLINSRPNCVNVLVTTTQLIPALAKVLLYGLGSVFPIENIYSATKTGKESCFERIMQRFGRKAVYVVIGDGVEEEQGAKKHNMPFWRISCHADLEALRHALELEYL
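Eya2 (0.2 uM) preincubated 10 min at ambient with compound, then OMFP substrate added at 50 uM; 10 min reaction in 50 mM HEPES pH 7.5, 50 mM NaCl, 5 uM MgCl2, 0.05% BSA, 1 mM DTT. Fluorescence read at Ex 485/Em 525 nm.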
TSHR antag – Antagonists of the Thyroid Stimulating Hormone Receptor: HTS campaign | Thyrotropin receptor (Homo sapiens), P16473 | TSHR-expressing cells, TSH-stimulated cAMP HTRF, 2 h; active compounds read low | activity change, negative = inhibition, % at 11.5 µM | 330,000 tested, 0.2% active | AID 504810, 2011;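 active = activity change below a set negative limit, meaning inhibition stronger than a set level, cut at about -70% in these data; inconclusive = activity change between two set negative limits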; also: % is scaled to controls: 0 for no effect and ±100 for the full control effect
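TSHR-expressing cells were treated with compounds, then stimulated with TSH at EC80 (4nM final) for 2 hours at 37 deg C. Cellular cAMP was measured by HTRF competition between lysate cAMP and cAMP-d2 for a cryptate-labelled anti-cAMP antibody.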
B2AR arrestin – qHTS assay of beta-arrestin-biased ligands of beta2-adrenergic receptor; 330,000 tested, 0.02% active; Potency, µM (top dose mostly 46.1 µM), for inactives: at the highest dose activation, actives largely listed as activators; AID 492947, 2010; beta-arrestin recruitment to beta2AR, cell-based reporter; Beta-2 adrenergic receptor (Homo sapiens), P07550;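 also: potency is read from the fitted curve at half-maximal effect; 0% = DMSO controls and full agonism = EC100 isoproterenol or metaproterenol; nearly all actives have a fitted effect of over 65% in size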
ELG1 DNA repair – qHTS screen for small molecules that inhibit ELG1-dependent DNA repair in human embryonic kidney (HEK293T) cells expressing luciferase-tagged ELG1. 330,000 tested, 2.3% active. AID 504467, 2011. HEK293T ELG1-luciferase reporter, luminescence, 16 h; DNA damage induced by 5-fluorouridine. Potency, µM (series often up to 46.1 µM), without a hit: at the top dose activity change, negative = inhibition, actives largely listed as inhibitors; also: potency is read from the fitted curve at half-maximal effect; % is scaled to controls: 0 for no effect and ±100 for the full control effect; nearly all actives have a fitted effect of over 55% in size
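Step one: seed 2,000 cells per well. Step two: pin-transfer compound or DMSO alongside 5-fluorouridine. Step three: incubate 16 hr, 37 °C, 5% CO2. Step four: add ONE-Glo, wait 30 min, read luminescence.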
uPA generation – qHTS for Inhibitors of Cell Surface uPA Generation; cell surface uPA generation assay, qHTS; Potency, µM (highest dose often 38.3 µM), inactives show top-dose activity change, negative = inhibition, most hits filed as inhibitors; 330,000 tested, 0.31% active; active = well fitted inhibition curve with a large enough effect; inconclusive = small, poorly fitted or top-dose-only effect; inactive = no such curve, though single readings can be large or run the other way; tested in mouse RAW 264.7 cells; also: potency is read from the fitted curve at half-maximal effect; % is scaled to controls: 0 for no effect and ±100 for the full control effect; nearly all actives have a fitted effect of over 55% in size
Chronic BCR inh – qHTS Assay to Find Inhibitors of Chronic Active B-Cell Receptor Signaling | ABC-DLBCL IkBa-CBG/CBR reporter, luminescence ratio, 4 h | Potency, µM (series often up to 46.1 µM), inactives show at the highest dose ratio change, negative = lower green/red ratio, hits mostly inhibitors | 340,000 tested, 0.05% active; active = well fitted inhibition curve with a large enough effect in the signal ratio, with a control signal flat, not every such curve was filed as active; inconclusive = small, poorly fitted or top-dose-only effect, or effect the other way, or a change in a side signal; the % refers to the signal ratio;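 also: potency is read from the fitted curve at half-maximal effect; plate controls were basal doxycycline-induced cells for no effect and cells given 10 µM MG132 for full effect; MG132 reads +100%, hits lower the ratio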
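Cell line TMD8 (human ABC DLBCL), stably expressing tet-inducible CBG68-IkBa fusion and CBR; IMDM/0.5% FBS; cpd up to 46 uM; dox induction, 4 h, 37C/5% CO2; dual luminescence; green/red ratio; MG132 control.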
PTAP TSG101 blk – qHTS Assay for Iinhibitors of HIV-1 Budding by Blocking the Interaction of PTAP/TSG101; Fluorescence polarization, FITC-PTAP peptide / Tsg101 binding; Potency, µM (doses to about 115 µM), inactives show at the highest dose activity change, negative = inhibition, most hits filed as inhibitors; 340,000 tested, under 10 active; active = well fitted inhibition curve with a large enough effect in the main read-out, with a control signal flat, not every such curve was filed as active; inconclusive = small, poorly fitted or top-dose-only effect, or effect the other way, or a change in a side signal; inactive = no such curve, though single readings can be large or run the other way; also: potency is read from the fitted curve at half-maximal effect; % of control where 0% means no effect
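Steps: Tsg101 binding domain dispensed (10 uM final), compounds pinned in DMSO, FITC-labeled PTAP-motif peptide added (50 nM final); after 20 min binding at room temperature, polarization measured.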
USP2a inh – qHTS Assay for Inhibitors of Ubiquitin-specific Protease USP2a Using CHOP2 as the Reporter; Potency, µM (series often up to 38.3 µM), without a hit: top-dose activity change, negative = inhibition, hits mostly inhibitors; 330,000 tested, 0.01% active; AID 463254, 2010; Ubiquitin carboxyl-terminal hydrolase 2 (Homo sapiens), O75604; USP2 core, Ub-CHOP2 coupled fluorogenic reporter, 485/531;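 also: potency is read from the fitted curve at half-maximal effect; plate controls were DMSO wells for no effect and full inhibition by NEM control for full effect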
Target sequence (O75604 whole entry, looked up): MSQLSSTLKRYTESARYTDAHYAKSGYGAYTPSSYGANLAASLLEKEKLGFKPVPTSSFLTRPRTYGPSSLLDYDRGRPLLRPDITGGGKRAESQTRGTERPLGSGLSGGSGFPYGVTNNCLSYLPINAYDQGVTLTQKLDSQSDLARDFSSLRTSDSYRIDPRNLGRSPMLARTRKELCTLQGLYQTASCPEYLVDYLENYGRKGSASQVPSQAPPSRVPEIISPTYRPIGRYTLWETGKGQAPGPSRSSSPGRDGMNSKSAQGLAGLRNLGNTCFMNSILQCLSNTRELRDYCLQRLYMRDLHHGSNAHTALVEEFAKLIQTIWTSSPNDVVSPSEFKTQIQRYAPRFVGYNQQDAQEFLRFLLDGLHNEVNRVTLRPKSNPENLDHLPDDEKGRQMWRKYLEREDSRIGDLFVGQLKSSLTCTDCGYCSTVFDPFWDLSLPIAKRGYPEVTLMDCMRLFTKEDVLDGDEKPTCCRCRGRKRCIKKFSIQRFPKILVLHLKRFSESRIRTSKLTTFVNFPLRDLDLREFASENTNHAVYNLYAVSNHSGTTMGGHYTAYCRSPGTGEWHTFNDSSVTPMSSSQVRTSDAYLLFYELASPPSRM
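Cell-free coupled assay: 10nM USP2 core preincubated 30min RT with compound in Tris-HCl pH 8.0/CaCl2/CHAPS buffer, then 25nM Ub-CHOP2 and 25nM reporter substrate; fluorescence (Ex 485/Em 531) read after 60min RT, normalized to NEM inhibition, concentration-response curves fitted.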
Tb PFK block – qHTS Assay to Find Inhibitors of T. brucei phosphofructokinase; ATP-dependent 6-phosphofructokinase (Trypanosoma brucei brucei), O15648; T. brucei PFK, ADP-Glo luminescence; Potency, µM (doses to about 57.5 µM), for the others: at the highest dose activity, negative = inhibition, usual class: inhibitors; 330,000 tested, 0.17% active; AID 485367, 2010;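 also: potency is read from the fitted curve at half-maximal effect; 0% = uninhibited 1x PFK enzyme wells and -100% = no-enzyme wells; nearly all actives have a fitted effect of over 60% in size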
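Compounds were pin-transferred as a titration series up to 57 uM into substrate buffer (0.5 mM F6P, 0.1 mM ATP, pH 8.0), then 1.25 nM PFK was added and reactions ran 45 min before ADP-Glo detection.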
Mito fusion yeast – qHTS Assay for Small Molecule Inhibitors of Mitochondrial Division or Activators of Mitochondrial Fusion. S. cerevisiae fusion-defective mutant growth rescue, CellTiterGlo 48 h. Potency, µM (titrated, usually from 46.1 µM), inactives show at the top dose growth rescue (activation), most hits filed as activators. 320,000 tested, 0.23% active. AID 485298, 2010;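 also: potency is read from the fitted curve at half-maximal effect; % of control where 0% means no effect; nearly all actives have a fitted effect of over 45% in size; temperature-sensitive fusion mutants such as fzo1-1 at 37 °C on non-fermentable ethanol glycerol medium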
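Read-out: ATP-based luminescence (CellTiterGlo, 10 min ambient) reporting growth of fusion-defective ts yeast after 48 hours at 37C on glycerol/ethanol YPEG medium in the presence of compound.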
An asterisk follows results filed as active; u = inconclusive; x = no result given; [ ] = another dose, or the depositor's remark. Unless noted, calls follow the shape of the dose curve; as a rule, active = well fitted curve in the direction sought with a large enough effect; inconclusive = small, poorly fitted or top-dose-only effect, or another doubt; inactive = no such curve, though single readings can be large; an effect the other way counts as inactive or inconclusive. The order is random. Share with any hit: about 3%.

SMILES	TCR act	Eya2 inh	TSHR antag	B2AR arrestin	ELG1 DNA repair	uPA generation	Chronic BCR inh	PTAP TSG101 blk	USP2a inh	Tb PFK block	Mito fusion yeast
O=C(NC(=S)Nc1ccccc1N1CCOCC1)c1cccc([N+](=O)[O-])c1	-4%	3%	-8	4.1%	u	2%	u	0%	-1%	-1%	-26%
O=S(=O)(c1ccccc1)c1nc(-c2ccccc2)oc1N1CCOCC1	-4%	6%	-1	0.2%	12%	4%	-12%	-6%	-1%	1%	-2%
CCOc1ccc(NC(=O)NCCCSC2CCCCC2)cc1	0%	-34%	8	-0.4%	-1%	x	7%	-6%	1%	3%	-4%
CC(=O)N[C@H]1[C@H](OCc2ccccc2F)O[C@H](COC(C)=O)[C@@H](OC(C)=O)[C@@H]1OC(C)=O	-2%	-2%	23	-0.6%	8%	3%	1%	-4%	1%	5%	-1%
COc1ccc(C(=O)Cn2cc([N+](=O)[O-])nc2C)cc1	-8%	4%	1	5.6%	13%	2%	-1%	-3%	-4%	2%	12%
CC1CCN(CC(=O)Nc2nn(-c3ccccc3)nc2C(N)=O)CC1	2%	0%	10	0.4%	11%	0%	8%	1%	-1%	1%	10%
CCN(CC(=O)NCCC1=CCCCC1)S(=O)(=O)c1ccccc1	0%	-1%	-8	-0.5%	17%	2%	u	6%	7%	2%	5%
CCC(C)[C@H](N)c1nnc(SCC(=O)Nc2ccc(C)cc2C)o1 (some centres not stated)	-2%	-2%	-4	-0.8%	13%	-6%	-3%	-2%	1%	0%	1%
COc1ccc(Nc2nnc(SCC3CCCCO3)s2)cc1 (configuration not stated)	0%	-2%	-7	-0.1%	-2%	u	u	-2%	3%	-3%	-6%
COc1ccc(S(=O)(=O)N2CCOC2CNC(=O)C(=O)NCCCc2ccccc2)cc1 (configuration not stated)	-5%	-12%	17	3.0%	u	-5%	u	x	2%	3%	-3%
O=C(c1ccccc1)c1ccc(OCC(O)CNCc2ccc(Cl)cc2)cc1 (configuration not stated)	6%	-2%	-1	-0.9%	-6%	1%	-9%	1%	3%	-9%	-47%[inhibitor]
COC(=O)c1ccc(Cl)c(NC(=O)CSc2ncn[nH]2)c1	7%	-11%	-1	-0.7%	0%	2%	u	-1%	1%	-9%	-4%
COC(=O)c1ccc2nc(C)c(C)nc2c1	10%	14%	11	0.0%	u	-5%	2%	-8%	1%	1%	0%
COc1ccc(OC)c(N(CC(=O)NC2CC3CCC2C3)S(=O)(=O)c2ccccc2)c1 (configuration not stated)	-14%	10%	x	-0.9%	0%	6%	-5%	-2%	-1%	0%	12%
Cc1cc(C)cc(NC(=O)c2cc(C)n(Cc3cccs3)c2C)c1	3%	u	-7	0.0%	u	-19%	u	-3%	1%	4%	-7%
O=S(=O)(Nc1cccc(S(=O)(=O)N2CCCC2)c1)c1ccc(Cl)cc1	6%	-20%	-10	-0.2%	-14%	-7%	2%	-6%	0%	-4%	x
Cc1cccc2cc(-c3ccccc3)c(-c3ccccc3)c[n+]12	-2%[46.1 µM]	4%	1	0.0%	-25%	u	u	-2%	2%	1%	7%
COC(=O)C1=C(C(=O)OC)SC(=C2C(=S)C(C)(C)N(C(=O)C3CC3)c3ccccc32)S1	9%	1%	-40	0.0%	-8%	1%	14%	0%	3%	-3%	6%
CCc1ccc(CNC(=O)c2ccc(OC3CCN(C(=O)COC)CC3)cc2)nc1	-2%	5%	11	-0.2%	-6%	4%	-1%	x	2%	-11%	-4%
COc1ccc(CNCC(=O)Nc2cccc(S(N)(=O)=O)c2)cc1	x	-5%	37	-1.1%	3%	-2%	-3%	0%	-12%	-29%	-7%
CCCn1cnc2cc(NC(=O)c3ccco3)ccc21	-3%	6%	-11	0.1%	u	u	u	5%	-1%	-8%	0%
C[N+](C)(CCOc1ccccc1)Cc1ccccc1 (tested in a mixture with another compound)	0%	4%	1	-0.4%	0%	0%	2%	x	4%	4%	1%
COc1ccc(NC(=O)CN(C)C(=O)c2cccc(S(=O)(=O)N3CCN(Cc4ccccc4)CC3)c2)cc1	1%	9%	6	0.2%	6%	-9%	10%	-5%	0%	2%	-1%
CCNc1nc(SC(C)C(=O)Nc2ccccc2)nc(N2CCOCC2)n1 (configuration not stated)	-12%	-9%	-8	2.7%	-16%	-1%	u	-2%	0%	3%	1%
Cc1c(NC(=O)c2cc(-c3cccs3)on2)c(=O)n(-c2ccccc2)n1C	7%	15%	1	0.1%	-1%	x	1%	1%	2%	1%	5%
Cc1ccccc1-n1nnnc1SCC(=O)NNC(=O)c1ccc(NC(=O)CC#N)cc1	7%	-15%	-4	-0.6%	18%	10%	-2%	-3%	0%	4%	4%
O=C(O)COc1ccc(/C=C/C(=O)c2ccc(C3CCCCC3)cc2)cc1	-2%	7%	-32	0.0%	u	-16%	-7%	-13%	1%	0%	29%
O=C(CN1CCCC1)NC(=O)NC1CCCC1	-3%	-16%	27	-0.7%	0%	0%	-1%	2%	2%	-4%	1%
Cc1ccccc1Nc1nc(N)nc(CSCC(=O)Nc2cccc(Br)c2)n1	3%[46.1 µM]	-17%	-6	-0.7%	u	1%	0%	-1%	0%	-4%	-1%
CCOc1ccc2nc(SCC(=O)NC(=O)NCc3ccco3)[nH]c2c1	-2%	15%	-8	-0.4%	-2%	-4%	0%	-5%	1%	-26%	-5%
O=C(/C=N/O)Nc1cccnc1	2%[46.1 µM]	1%	2	-0.1%	0%	-4%	-1%	-2%	3%	3%	1%
CS(=O)(=O)N1CCN(c2ccc([N+](=O)[O-])c(NCc3ccc(Cl)cc3)c2)CC1	4%[46.1 µM]	-3%	-5	4.0%	u	3%	1%	0%	0%	1%	6%
CC(=O)Nc1c(F)c(F)c(F)c(F)c1F	0%	17%	13	-1.2%	3%	-10%	-20%	0%	1%	0%	-1%
Cc1c(NC(=S)NC(=O)Cc2ccccc2)cccc1C(=O)O	-4%	2%	-7	-0.8%	-4%	-2%	2%	-11%	1%	23%	0%
CCOC(=O)c1oc2nc3c(cc2c1N)COC(C)(C)C3	x	12%	-9	-1.0%	u	-1%	3%	-8%	-1%	3%	-1%
Oc1c(Cl)cc(Cl)cc1Sc1cc(Cl)cc(Cl)c1O	x	9%	-92*	-1.5%	-20%	x	u	x	2%	-17%	-14%
Cc1ccc(NC(=S)Nc2ccc3cn[nH]c3c2)cc1	-3%[46.1 µM]	-2%	-2	-0.2%	27%	2%	2%	-1%	-1%	-5%	-5%
Cc1nc(/C=C/c2ccccc2)cc(/C=C/c2ccccc2)n1	-1%	-21%	-10	0.0%	18%	3%	u	-6%	-4%	0%	3%
CCC(C(=O)Nc1ccc(C(=O)O)cc1NC(=O)C(CC)c1ccccc1)c1ccccc1 (configuration not stated)	x	1%	16	-0.1%	7%	8%	2%	-5%	-5%	1%	-2%
C=CCN(c1ccccc1)S(=O)(=O)c1cc2c(cc1C)N(C)CCO2	-1%	8%	18	0.3%	1%	-25%	4%	-7%	3%	1%	-5%
Cc1nn(C(C)CC(=O)O)c(C)c1C (configuration not stated)	5%	9%	-4	0.0%	-14%	6%	-29%	-7%	1%	-5%	-1%
NC(=O)c1cc(S(=O)(=O)NCc2ccccc2)cs1	4%	1%	0	0.5%	6%	-7%	1%	2%	0%	1%	-8%
Cc1sc2nc(SCc3nnc(-c4cccs4)o3)n(C3CCCC3)c(=O)c2c1C	8%	13%	-4	0.1%	-11%	0%	3%	0%	0%	0%	-1%
